influenza NS1A – H1N1 influenza NS1A inhibitors, functional cell based assay (AID 504329). NS1A functional cell-based assay, percent inhibition; higher % means a stronger effect. inhibition, % at 12.5 µM; hits with a dose series show IC50 in µM. 340,000 tested, 0.3% active; in the data active means a potency from the dose series; inconclusive means inhibition above about 27% without an active follow-up result; further: strong numbers were not always called active
M. tuberculosis HTS – M. tuberculosis growth inhibition, HTS (AID 449762). M. tuberculosis H37Rv growth inhibition, 7H9 media; higher % means a stronger effect. inhibition, % at 25 µM, or IC50 in µM where a hit was titrated. 330,000 tested, 0.59% active; in the data active means a potency from the dose series; inconclusive means inhibition above about 70% without an active follow-up result;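 further: bacterial growth assessed after seven days of incubation; strong numbers were not always called active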
M. tuberculosis – growth inhibition of non-replicating M. tuberculosis (AID 488890). Mycobacterium tuberculosis non-replicating, growth inhibition; higher % means a stronger effect. 320,000 tested, 0.39% active. one-dose inhibition, % at 25 µM; IC50 in µM for titrated hits; in the data active means a potency from the dose series; inconclusive means inhibition mostly from about 82% at the one dose, without a potency; inactive means the rest, 99 in 100 with inhibition below about 76%;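 further: plate controls were DMSO cells for no effect and high antibiotic wells for full effect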
Salmonella PhoP GFP – PhoP regulon inhibitors, Salmonella typhi PhoP promoter GFP reporter, confirmatory (AID 1850). Salmonella Typhi PhoP-promoter GFP reporter, fluorescence, 4 h; higher % means a stronger effect. inhibition, % at 50 µM, or IC50 in µM where a hit was titrated. 310,000 tested, 0.33% active; in the data active means a potency from the dose series; inconclusive means inhibition mostly from about 25% at the one dose, without a potency; inactive means the rest, 99 in 100 with inhibition below about 19%;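 further: 0% = induced wells with vehicle and 100% = uninduced wells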
VEEV TC-83 Vero – inhibitors of VEEV TC-83 cytopathic effect, confirmation, Vero cells (AID 588727); 350,000 tested, 0.13% active; one-dose inhibition, % at 20 µM; IC50 in µM for titrated hits; Vero cells, VEEV TC-83 cytopathic effect inhibition; higher % means a stronger effect; in the data active means a potency from the dose series; inconclusive means inhibition mostly from about 14% at the one dose, without a potency; inactive means the rest, 99 in 100 with inhibition below about 12%; further: strong numbers were not always called active
VEEV TC-83 Vero 10K pilot screen – further read-out of VEEV TC-83 Vero, marked with its call; inhibition, %; measured here: 10K pilot screen inhibition
Starred values were filed as active, the others as inactive; i = inactive; ? = inconclusive; . = no result given. This is a random part of the collection; overall some 1.4% were active at least once.

SMILES	influenza NS1A	M. tuberculosis HTS	M. tuberculosis	Salmonella PhoP GFP	VEEV TC-83 Vero	others
COc1ccccc1CNC(=O)COC(=O)Cc1c(F)cccc1Cl	5%	14%	39%	8%	i
CN1c2ccccc2N(C)C1c1ccc2c(c1)OCO2	0%	-9%	19%	14%	0.9%
Cc1nc(NC(=O)CSc2nnc(-c3ccc4c(c3)OCO4)o2)c(Cl)cc1Cl	-4%	57%	78%	12%	0.2%
Oc1ccccc1C(=S)N1CCCCC1	-12%	-6%	20%	-24%	0.8%
CC1=CC(C)(C)NC(=S)N1CCO	1%	.	.	.	2.9%
CC(NC(=O)COC(=O)CN1C(=O)C2CCCCC2C1=O)c1ccccc1 (configuration not stated)	-7%	3%	-7%	.	0.6%
CCOC(=O)c1sc2nc(C)cc(C)c2c1NC(=O)c1ccco1	9%	-1%	-5%	-7%	1.5%
Cc1cc(S(=O)(=O)NCCN2CCOCC2)ccc1Cl	2%	2%	-11%	-4%	0.1%
CC(C(N)=O)N1C(=O)C2C3C=CC(C3)C2C1=O (configuration not stated)	-8%	-12%	-4%	13%	0.4%
O=C(COC(=O)C12CC3CC(CC(Br)(C3)C1)C2)Nc1cccc(S(=O)(=O)N2CCOCC2)c1	3%	-4%	-6%	.	i
CCCNC(=O)C(=O)NCCC1=CCCCC1	-12%	5%	65%	7%	i
NC(=O)c1ncn([C@@H]2O[C@H](CNCc3ccccc3OCc3ccc(Cl)cc3Cl)[C@@H](O)[C@H]2O)n1	-11%	.	.	.	i
COc1ccc(NC(=O)c2cccs2)cc1O	1%	-8%	-5%	0%	0.5%
O=C(C1=C(O)C(=O)N(CCOCCO)C1c1ccccn1)c1cccs1 (configuration not stated)	-2%	2%	-22%	1%	0.6%
CC(C)(C)C1CCc2c(sc(NC(=O)CSc3ncn[nH]3)c2C#N)C1 (configuration not stated)	1%	-20%	40%	3%	i
NC(=O)c1ccc(OCC(F)(F)F)nc1	-19%	-4%	-13%	5%	1.3%
O=C(CCS(=O)(=O)c1ccc(Br)s1)NCc1ccccc1	-4%	-4%	-8%	-1%	5.9%
COc1ccc(OCCCC(=O)N2CCN(S(=O)(=O)c3cccc(F)c3)CC2)cc1	-4%	-2%	15%	-2%	3.8%
O=C(C[C@H]1C[C@H](C(=O)N2CCOCC2)[C@@]2(CCC3CCCC3)c3[nH]c4ccc(Cl)cc4c3CCN2C1=O)NCCN1CCOCC1	16%	.	.	.	i
CC(C)[C@H]1COCCS(=O)(=O)N1Cc1ccccc1-c1ccccc1	-1%	.	.	.	0.4%
O=C(Nc1cccnc1)c1cc2c(s1)-c1ccccc1OC2	-4%	11%	34%	4%	1.1%
CCOC(=O)N1CCN(Cc2nc3c(c(=O)n(C)c(=O)n3C)n2CCC(C)C)CC1	8%	-8%	6%	8%	i
COc1cccc(C2CC(C(F)(F)F)n3ncc(C(=O)NCc4ccco4)c3N2)c1 (configuration not stated)	8%	2%	8%	-9%	1.2%
O=C(Nc1ccccc1N1CCN(C(=O)c2ccc(Cl)cc2)CC1)c1cc(Br)ccc1Cl	-7%	8%	43%	-15%	i
O=[N+]([O-])c1ccc(COc2ccc(CN3CCCC3)cc2)cc1	-13%	.	.	.	i
CC1CCCC(C)N1C(=O)CSc1nnc(CSc2ncccn2)n1C (configuration not stated)	1%	-6%	2%	-12%	2.2%
CCOC(=O)C1C(=O)C=C(/C=C/c2ccc(N(C)C)cc2)CC1c1ccccc1 (configuration not stated)	-13%	4%	16%	-12%	4.5%
O=[N+]([O-])c1cc(Br)c(OCc2nnc(-c3ccccc3)o2)c(Br)c1	3%	7%	41%	-5%	i
CSc1nc(-c2ccc(Cl)cc2)c(C#N)c(=O)n1C	-9%	3%	14%	6%	i
CCOc1ccc(C(=O)NCc2ccncc2)cc1	1%	13%	6%	-3%	0.5%

Pulled one by one from the list above:
SMILES	influenza NS1A	M. tuberculosis HTS	M. tuberculosis	Salmonella PhoP GFP	VEEV TC-83 Vero	others
O=C(Nc1cccnc1)c1cc2c(s1)-c1ccccc1OC2	-4%	11%	34%	4%	1.1%
CCOC(=O)C1C(=O)C=C(/C=C/c2ccc(N(C)C)cc2)CC1c1ccccc1 (configuration not stated)	-13%	4%	16%	-12%	4.5%
COc1cccc(C2CC(C(F)(F)F)n3ncc(C(=O)NCc4ccco4)c3N2)c1 (configuration not stated)	8%	2%	8%	-9%	1.2%
O=C(Nc1ccccc1N1CCN(C(=O)c2ccc(Cl)cc2)CC1)c1cc(Br)ccc1Cl	-7%	8%	43%	-15%	i
CCOc1ccc(C(=O)NCc2ccncc2)cc1	1%	13%	6%	-3%	0.5%
CCOC(=O)N1CCN(Cc2nc3c(c(=O)n(C)c(=O)n3C)n2CCC(C)C)CC1	8%	-8%	6%	8%	i
O=[N+]([O-])c1ccc(COc2ccc(CN3CCCC3)cc2)cc1	-13%	.	.	.	i

Next part
SMILES	influenza NS1A	M. tuberculosis HTS	M. tuberculosis	Salmonella PhoP GFP	VEEV TC-83 Vero	others
COCCN=c1scc(-c2cc(OC)c(OC)c(OC)c2)n1/N=C/c1c(C)[nH]c2ccccc12	16%	-2%	29%	2%	3.3%
CCOc1ccc(Cn2nnc(C(=O)NCCc3ccc(Cl)cc3)c2N)cc1	6%	-7%	14%	-15%	0.3%
O=C(CCNC(=O)C1CCN(S(=O)(=O)c2ccccc2)CC1)Nc1ccccc1	10%	-2%	-5%	-1%	i
CCC(C)N(C(=O)c1csnn1)C(C(=O)NC1CCCC1)c1ccccc1F (configuration not stated)	4%	-1%	1%	1%	0.3%
CC(C)(C)OC(=O)N1CCC(C(=O)Nc2ccc(C(=O)N3CCCCC3)cc2)CC1	-24%	.	.	.	0.4%
CCCC(=O)c1ccc(N2CCN(C(=O)OCC)CC2)c(F)c1	1%	0%	34%	-4%	0.5%
O=C(COC(=O)c1cc2ccccc2oc1=O)Nc1ccc(F)cc1F	-13%	-14%	i	-8%	1.7%
CSC1=C(C#N)C(c2ccccc2Cl)C(C(=O)c2cccs2)C(O)(C(F)(F)F)N1 (configuration not stated)	3%	-17%	26%	3%	3.0%
CCN1CCN(Cc2nc3c(c(=O)[nH]c(=O)n3C)n2Cc2ccccc2Cl)CC1	-1%	-2%	-10%	4%	7.4%
C[C@@H]1O[C@@H](OC[C@@H]2O[C@H](Oc3c(-c4ccc(O)cc4)oc4cc(O)cc(O)c4c3=O)[C@@H](O)[C@H](O)[C@H]2O)[C@H](O)[C@H](O)[C@H]1O	-8%	3%	5%	.	0.6%	VEEV TC-83 Vero 10K pilot screen=0.8
Cc1ccccc1OCCOCCN1CCCCCC1	9%	-1%	-27%	20%	i
CCOC(=O)N1CCN(C(=O)c2cc(OC)c(OC)c(OC)c2)CC1	-6%	-2%	-9%	1%	i
Cc1cc(C)c[n+](C[n+]2cc(C)cc(C)c2)c1	-2%	-5%	39%	16%	2.7%
COc1ccccc1C(=O)Nc1ccc2[nH]ncc2c1	9%	4%	12%	-2%	1.3%
CC1CCN(S(=O)(=O)c2cc(C(=O)N3CCN(c4ncccn4)CC3)ccc2Br)CC1	15%	2%	18%	-7%	0.1%
Cc1ccc(C(=O)O)cc1NC(=S)NCCc1ccccc1	-8%	-8%	-12%	-3%	3.5%
CCc1ccc(OCC(=O)NNC(=O)c2ccc(NC(=O)C3CC3)cc2)cc1	-1%	3%	-8%	-7%	0.4%
CNS(=O)(=O)c1cc(NC(=O)CCNC(=O)c2ccco2)ccc1C	13%	7%	-7%	14%	1.3%
Cc1cc(S(=O)(=O)N2CCCCC2)ccc1OCC(=O)N1CCCC1	-2%	-1%	9%	-2%	0.9%
Cc1cccc(N2C(S)=C(C#N)C(=O)NC2c2cccs2)c1 (configuration not stated)	-1%	-8%	40%	-9%	i
CCOC(=O)C1=C(C)Nc2ccccc2N=C1NC(=O)c1cc(C)on1	5%	2%	22%	.	9.5%
COc1ccccc1/C=C/CN1CCN(Cc2ccc(F)cc2)C(CCO)C1 (configuration not stated)	0%	23%	31%	-8%	i
O=C(Oc1cccc2cccnc12)c1ccc(Br)o1	-3%	1%	?	3%	0.3%
O=C1C=Cc2ccccc2/C1=C/c1[nH]c(=O)[nH]c1O	1%	-10%	5%	-14%	1.7%
CC(CCc1ccccc1)NC(=O)CCCCCNc1nc(=S)[nH]c2ccccc12 (configuration not stated)	.	-3%	-4%	4%	.
CC(C)C1C(C#N)=C(N)Oc2n[nH]c(C(C)(C)C)c21 (configuration not stated)	-2%	7%	14%	-13%	1.8%
CC(C)CC(N=C1NC(C)(C)Cc2ccccc21)C(=O)O (configuration not stated)	-9%	-8%	5%	-3%	2.3%
COc1ccc2c(c1)c(CC(=O)Nc1cc(C)ccc1C)c(C)n2C(=O)c1ccc(Cl)cc1	-4%	2%	6%	-8%	1.2%
NS(=O)(=O)c1cccc(NC(=O)CSc2nnc(-c3ccncc3)n2C2CC2)c1	0%	7%	-7%	.	0.5%
N#CC(Br)Br	9%	0%	10%	.	2.1%
Cc1nc(=O)c(-c2ccccc2)c(C)n1-c1cccc(/C=C/C(=O)O)c1	1%	-6%	-6%	-13%	0.4%
COc1ccc(Cl)cc1S(=O)(=O)Nc1ccc(Cl)cn1	-13%	4%	-15%	-4%	i
Cn1c(SCC(=O)N/N=C/c2ccncc2)nc2ccccc21	-3%	1%	-22%	-4%	3.7%
N#Cc1ccc(COC(=O)c2cccnc2Cl)cc1	6%	-4%	.	0%	0.9%
O=C(O)c1cccc(NC(=S)NC(NC(=O)c2ccco2)C(Cl)(Cl)Cl)c1 (configuration not stated)	4%	3%	1%	-10%	i
O=C(NCc1cccs1)C1CC(c2ccccc2O)=NO1 (configuration not stated)	0%	-3%	6%	-7%	0.7%
COCCNC(=O)Cn1nc(-c2ccccc2)c2ccccc2c1=O	-2%	-4%	7%	2%	0.7%
CSCCC(NC(=O)COc1ccccc1)C(=O)N(C)Cc1cccc(F)c1 (configuration not stated)	-14%	-8%	24%	.	7.4%
Cc1ccc(N2C(=O)Nc3ccccc3C2(O)C(=O)N2CCN(c3ccccn3)CC2)cc1C (configuration not stated)	-1%	1%	21%	-41%	6.8%
O=C(CNC(=O)c1ccc(Cl)cc1)NCc1ccccn1	-8%	2%	6%	.	i

Reprinted from the part before: two compounds, followed by the next part.
SMILES	influenza NS1A	M. tuberculosis HTS	M. tuberculosis	Salmonella PhoP GFP	VEEV TC-83 Vero	others
Cc1ccc(N2C(=O)Nc3ccccc3C2(O)C(=O)N2CCN(c3ccccn3)CC2)cc1C (configuration not stated)	-1%	1%	21%	-41%	6.8%
O=C(CNC(=O)c1ccc(Cl)cc1)NCc1ccccn1	-8%	2%	6%	.	i
O=C(CCC(=O)Nc1ccc(Br)cc1)N/N=C/c1ccccc1F	19%	-5%	27%	-14%	0.5%
COC(=O)c1ccc(NC(=O)c2cc(-c3ccccn3)nc3ccccc23)cc1	6%	6%	13%	-6%	0.6%
CCOC(=O)N1CCN(S(=O)(=O)c2ccc(F)c(C(=O)Nc3cccc(C)c3C)c2)CC1	20%	-15%	-9%	-7%	i
O=C(CCCN1C(=O)C(c2ccccc2)Oc2cccnc21)NCCc1ccc(Cl)cc1 (configuration not stated)	0%	5%	-12%	-5%	2.1%
CN(C(=O)c1cc(COc2ccc(F)c(F)c2)on1)C1CCOC1 (configuration not stated)	1%	8%	-25%	2%	3.0%
O=C(CSc1nnc(-c2ccccc2)o1)N1CCOCC1	4%	-7%	58%	0%	1.4%
CCCNC(=S)Nc1ccc(Nc2ccccc2)cc1	25%	32µM*	?	3%	i
COc1ccc(CCNC(=O)CSC2=NS(=O)(=O)c3cc(Cl)ccc3N2)cc1OC	-5%	5%	-6%	2%	0.8%
Cc1ccc(Nc2nc(N)nc(CN3CCc4ccccc4C3)n2)cc1	10%	2.2µM*	?	-9%	7.0%
CCn1c(SCC(=O)Nc2ccc(C)cc2)nc2sc3c(c2c1=O)CCN(C)C3	2%	5%	?	16%	1.1%
O=C(NCCN1CCOCC1)c1ccc2c(c1)N(Cc1ccc(F)cc1)C(=O)c1ccccc1S2(=O)=O	-1%	-1%	-2%	-6%	i
CCNS(=O)(=O)c1cccc(C(=O)c2c(C)cc3ccccn23)c1	-5%	-4%	13%	-3%	5.0%
C/C(=N/OCO/N=C(\C)c1ccc(F)cc1F)c1ccc(F)cc1F	3%	6%	13%	-8%	0.4%
Cc1ccc(-c2ccccc2[C@@H]2C[C@H]3CN(C)C(=O)[C@]34CCCN24)o1	2%	2%	3%	9%	0.1%
CC1=CC(C)(C)NC(=S)N1c1ccccc1	-5%	0%	1%	-19%	i
Fc1cccc(NC(=S)N2CCn3cccc3C2c2cccnc2)c1 (configuration not stated)	4%	9%	1%	-6%	0.1%
CCN1CCCC1CNc1ccc(S(C)(=O)=O)cc1[N+](=O)[O-] (configuration not stated)	-4%	-10%	-6%	4%	0.5%

From PubChem
